# Screening results (PubChem BioAssay)
# BLM inh = qHTS Assay for Inhibitors of Bloom's syndrome helicase (BLM) | recombinant BLM DNA unwinding, fluorescence dequenching | Potency, µM (highest dose often 56.1 µM), without a hit: at the top dose activity change, negative = inhibition, most hits filed as inhibitors | AID 2528, 2010 | actives 0.2% (n = 350,000) | RecQ-like DNA helicase BLM (Homo sapiens), P54132;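 also: potency is read from the fitted curve at half-maximal effect; plate controls were vehicle for no effect and no enzyme for full effect; nearly all actives have a fitted effect of over 35% in size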
# APEX1 inh = qHTS Assay for Inhibitors of the Human Apurinic/apyrimidinic Endonuclease 1 (APE1). DNA repair nuclease/redox regulator APEX1 (Homo sapiens), P27695. recombinant APE1, TAMRA/BHQ-2 abasic DNA cleavage fluorescence. Potency, µM (series often up to 65.8 µM), for the others: at the top dose activity change, negative = inhibition, hits mostly inhibitors. actives 0.35% (n = 350,000);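 also: potency is read from the fitted curve at half-maximal effect; plate controls were vehicle for no effect and reference inhibitor for full effect; nearly all actives have a fitted effect of over 55% in size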
#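 APE1 at 0.75 nM preincubated 15 min at room temperature with compound. Reaction then started with 50 nM double-stranded THF-abasic substrate labelled with TAMRA/BHQ-2, and 525/598 nm fluorescence read kinetically. Activity taken as third-minus-first read difference, normalized to DMSO and NSC13755 controls.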
# Tb PGK inh = qHTS Assay to Find Inhibitors of Phosphoglycerate Kinase | PGK/GAPDH coupled, Kinase-Glo luminescence, 60 min | actives 0.043% (n = 380,000) | Phosphoglycerate kinase, glycosomal (Trypanosoma brucei brucei), P07378 | Potency, µM (doses to about 57.5 µM), inactives show top-dose activity change, negative = inhibition, hits mostly inhibitors | AID 602233, 2012; also: potency is read from the fitted curve at half-maximal effect; % is scaled to controls: 0 for no effect and ±100 for the full control effect; nearly all actives have a fitted effect of over 60% in size
#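 Recombinant glycosomal PGK reaction used 1,3-bisphosphoglycerate generated in-well by GAPDH (100nM final) in 100mM TEA pH 7.6, 5mM MgCl2, 0.01% Tween-20. After 60 minutes at room temperature, ATP was read by Kinase-Glo Plus luminescence end-point.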
# RXFP1 antag = qHTS Assay for Antagonists of the Relaxin Receptor RXFP1; Relaxin receptor 1 (Homo sapiens), Q9HBX9; HEK293-RXFP1, relaxin-stimulated cAMP HTRF, 30 min; hits give low values; activity change, negative = inhibition, % at 57.5 µM; actives 0.59% (n = 350,000);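 active = activity change of -60% or lower, but not beyond a set lower limit; inconclusive = change between -60% and -40%, or beyond the set limit; inactive = change above -40%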; also: % is scaled to controls: 0 for no effect and ±100 for the full control effect
# POLH inh = qHTS for Inhibitors of Polymerase Eta; DNA polymerase eta (Homo sapiens), Q9Y253; recombinant Pol eta, fluorescent DNA replication assay; Potency, µM (doses to about 114 µM), for inactives: top-dose activity change, negative = inhibition, usual class: inhibitors; actives 1.2% (n = 390,000); AID 588591, 2011; also: potency is read from the fitted curve at half-maximal effect; % is scaled to controls: 0 for no effect and ±100 for the full control effect
# Target sequence (Q9Y253 whole entry, looked up): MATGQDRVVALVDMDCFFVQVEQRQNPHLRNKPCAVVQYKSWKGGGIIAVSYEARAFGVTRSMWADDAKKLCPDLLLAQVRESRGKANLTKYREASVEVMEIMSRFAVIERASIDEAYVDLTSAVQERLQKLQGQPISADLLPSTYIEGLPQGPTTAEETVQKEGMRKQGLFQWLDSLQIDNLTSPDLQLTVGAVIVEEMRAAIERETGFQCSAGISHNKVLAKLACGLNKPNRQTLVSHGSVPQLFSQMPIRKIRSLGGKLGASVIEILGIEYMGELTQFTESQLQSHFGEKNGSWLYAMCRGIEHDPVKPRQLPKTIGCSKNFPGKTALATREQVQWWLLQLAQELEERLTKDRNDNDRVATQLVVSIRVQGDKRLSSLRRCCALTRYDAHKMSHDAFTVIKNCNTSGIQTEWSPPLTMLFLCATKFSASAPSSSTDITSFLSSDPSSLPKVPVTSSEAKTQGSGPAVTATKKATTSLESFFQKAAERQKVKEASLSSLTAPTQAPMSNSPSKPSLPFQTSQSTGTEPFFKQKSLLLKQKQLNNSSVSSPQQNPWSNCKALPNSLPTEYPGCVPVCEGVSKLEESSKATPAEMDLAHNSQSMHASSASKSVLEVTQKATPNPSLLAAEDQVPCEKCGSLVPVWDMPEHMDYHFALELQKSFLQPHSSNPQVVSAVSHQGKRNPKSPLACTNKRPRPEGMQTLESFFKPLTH
#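 Pol eta at 10 nM preincubated with compounds 15 min at room temperature; reaction started with fluorescent substrate (50 nM final) and read kinetically at 0 and 10 min.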
# Apoferritin bind = qHTS Assay for Identification of Novel General Anesthetics. Ferritin light chain (Equus caballus), P02791. apoferritin/1-aminoanthracene competitive binding, fluorescence. Potency, µM (series often up to 77.5 µM), inactives show top-dose activity change, negative = displacement, usual class: inhibitors. actives 0.074% (n = 350,000); also: potency is read from the fitted curve at half-maximal effect; % is scaled to controls: 0 for no effect and ±100 for the full control effect; nearly all actives have a fitted effect of over 20% in size
# Target sequence (P02791 2-175 limits assumed): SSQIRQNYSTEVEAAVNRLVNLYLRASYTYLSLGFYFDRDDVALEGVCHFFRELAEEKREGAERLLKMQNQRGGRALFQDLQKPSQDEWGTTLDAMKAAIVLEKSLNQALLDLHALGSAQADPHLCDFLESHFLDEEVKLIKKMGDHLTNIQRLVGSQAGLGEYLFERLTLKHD
#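 Read-out: endpoint 1-AMA fluorescence, excitation 380 nm and emission 535 nm, after compounds sit 10 min at room temperature with 10 uM horse-spleen apoferritin in 50% saturated 1-AMA/PBS. Values come from four-parameter Hill fits.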
# Pol kappa inh = qHTS for Inhibitors of Polymerase Kappa. AID 588579, 2011. purified Pol kappa, fluorescent DNA synthesis assay, 10 min. DNA polymerase kappa (Homo sapiens), Q9UBT6. Potency, µM (highest dose often 107 µM), for inactives: top-dose activity, negative = inhibition, most hits filed as inhibitors. actives 0.53% (n = 400,000); also: potency is read from the fitted curve at half-maximal effect; % is scaled to controls: 0 for no effect and ±100 for the full control effect
#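 50 nM final substrate added after 15 min RT preincubation of 10 nM Pol kappa with compound; fluorescence read at 0 and 10 min.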
# POLI inh = qHTS for Inhibitors of Polymerase Iota. DNA polymerase iota (Homo sapiens), Q9UNA4. Pol iota fluorescent replication assay, 10 min. Potency, µM (highest dose often 115 µM), without a hit: at the top dose activity, negative = inhibition, actives largely listed as inhibitors. actives 1% (n = 390,000). AID 588590, 2011; also: potency is read from the fitted curve at half-maximal effect
#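 Pol iota at 10 nM preincubated 15 min with compounds at room temperature; reaction started with fluorescent substrate, 50 nM final. Fluorescence read kinetically at 0 and 10 min; buffer-only wells as negative control.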
# Pol beta inh = qHTS Assay for Inhibitors of DNA Polymerase Beta; P06746; Pol beta primer extension/strand displacement, fluorescence kinetic; Potency, µM (top dose mostly 114 µM), without a hit: at the top dose activity change, negative = inhibition, usual class: inhibitors; actives 1.3% (n = 340,000); also: potency is read from the fitted curve at half-maximal effect; % is scaled to controls: 0 for no effect and ±100 for the full control effect
#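 Kinetic readout of DNA synthesis with strand displacement by Pol beta. Compound and 10 nM enzyme sit 15 min at room temperature; 50 nM substrate starts the reaction, read immediately and at 10 min.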
# Starred values were filed as active, the others as inactive; i = inactive; u = inconclusive; x = not tested or not shown; & = joins results of further samples; [ ] = another dose, or the depositor's remark. Unless noted, calls follow the shape of the dose curve; as a rule, active = well fitted curve in the direction sought with a large enough effect; inconclusive = small, poorly fitted or top-dose-only effect, or another doubt; inactive = no such curve, though single readings can be large; an effect the other way counts as inactive or inconclusive.
SMILES,BLM inh,APEX1 inh,Tb PGK inh,RXFP1 antag,POLH inh,Apoferritin bind,Pol kappa inh,POLI inh,Pol beta inh
Cc1c(C(=O)N2CCN(c3ccccn3)CC2)sc2ncnc(N3CCN(c4ccccc4)CC3)c12,x,x,6%,-13,-26%,x,-5%,8%,x
O=C(CCNS(=O)(=O)/C=C/c1ccccc1)NCCc1c[nH]c2ccccc12,-5%,17%,-5%,-20,-21%,-8%,-1%,0%,0%
CCOC(=O)c1ccc(NC(=O)Nc2ncccc2C)cc1,2%,-3%,4%,4,3%,-3%,-13%,-15%,0%
COc1ccc2nc(C(C)O)[nH]c2c1 (stereo not drawn),7%,18%,2%,-1,-2%,4%,-19%,16%,4%
Cn1c(SCC(=O)Nc2nccs2)nnc1C12CC3CC(CC(C3)C1)C2,3%,1%,4%,-16,-12%,u,1%,5%,-24%
CN1/C(=C\C(=O)CSc2cccc[n+]2[O-])C(C)(C)c2ccccc21,0%,-2%,-1%,-21,-12%,-2%,-7%,157%[activator],2%
COC(=O)C(C(C)C)N1CC(=O)c2ccccc2S1(=O)=O (stereo not drawn),4%,1%,x,x,x,-8%,-8%,6%,x
Nc1ccc(OCC(O)C[n+]2ccc(CCS(=O)(=O)[O-])cc2)cc1 (stereo not drawn),-11%,3%,-6%,-1,-15%,-3%,-8%,114%[activator],9%
COc1cc(C)ccc1OCCSc1nnc(-c2cccs2)o1,-6%,x,-1%,3,-7%,-12%,-10%,u,0%
CCCCNC(=O)c1sc(=S)n(-c2ccccc2OC)c1N,-1%,3%,-9%,2,-13%,-19%,-2%,-3%,4%
CCOc1ccccc1C(=O)NCC(=O)N1CCN(Cc2ccc3c(c2)OCO3)CC1,x,-2%,0%,-1,-9%,x,13%,14%,x
COc1ccc(C2CCCN2C(=O)Nc2cccc(C(C)=O)c2)cc1OC (stereo not drawn),3%,10%,-4%,-2,-11%,-8%,-14%,-3%,0%
COc1ccc(CNC(=O)C(=O)Nc2cccc(C)c2C)cc1,-2%,x,9%,x,-14%,u,-14%,u,0%
C#CCOCCOCCOCCNc1nc(N2CCOCC2)nc(N2CCN(C(=O)[C@H](C)n3cc(CCCN=C(N)N)nn3)CC2)n1,-11%,-2%,-8%,x,-8%,5%,-6%,u,17%
COCCn1c(SCC(=O)Nc2ccc(Cl)cn2)nc2ccccc21,1%,3%,-2%,-12,-10%,-19%,-3%,-4%,1%
C=CCCN(C(CC(C)C)C(=O)OC)S(=O)(=O)c1cc(Br)ccc1Br (stereo not drawn),-8%&-10%,-2%&0%,-8%,x,-23%,-2%&-8%,-8%&-12%,-3%&-26%,-12%
CC(=O)Nc1ccc(S(=O)(=O)N2CCC(C(=O)NCc3ccco3)CC2)cc1,0%,50%[activator],-10%,4,-15%,-7%,3%,-1%,32%
NC(=O)COc1ncn(-c2ccccc2)n1,-5%,20%,3%,0,0%,-11%,-15%,2%,-9%
CCCNC(=O)c1ccc2c(=O)c(O)c(-c3ccc(C)cc3)[nH]c2c1,-3%,-5%,8%,x,0%,356%[activator],-5%,21%,4%
CC(/C=N\NC(=O)Cn1c(C)nc2ccccc21)=C\c1ccccc1,-12%,4%,-3%,-23,u,-6%,0%,u,u

# Looked up above:
# CN1/C(=C\C(=O)CSc2cccc[n+]2[O-])C(C)(C)c2ccccc21 | APEX1 inh = -2%
# C#CCOCCOCCOCCNc1nc(N2CCOCC2)nc(N2CCN(C(=O)[C@H](C)n3cc(CCCN=C(N)N)nn3)CC2)n1 | Pol kappa inh = -6%
# COc1cc(C)ccc1OCCSc1nnc(-c2cccs2)o1 | RXFP1 antag = 3

# Continued:
SMILES,BLM inh,APEX1 inh,Tb PGK inh,RXFP1 antag,POLH inh,Apoferritin bind,Pol kappa inh,POLI inh,Pol beta inh
COc1ccc(-n2ccnc2SCC(=O)Nc2cccc(OC)c2)cc1,-1%,x,1%,12,-17%,-8%,-12%[60.1 µM],7%,12%
COc1ccc(C(=O)c2c(N)sc3c2CCN(C(=O)OC(C)(C)C)C3)cc1,-12%,-5%,-5%,-12,-24%,-8%,-11%,76%[activator],7%
CCCNC(=O)C(Cc1ccc(Br)cc1)NC(=O)c1ccc(C#N)cc1 (stereo not drawn),x,-4%,6%,x,-6%,x,-13%,-7%,x
O=C(N/N=C/c1cccc(O)c1)c1cc(-c2ccc3c(c2)OCO3)n[nH]1,3%,4%,-6%,-69*,-12%,0%,-8%,u,u
CCOC(=O)CNC(=S)SC,0%,-2%,-9%,-24,-10%,3%,0%,50%[activator],5%
O=C(O)CCn1c(O)c(C=C2N=c3ccccc3=N2)sc1=S,-10%,-8%,-1%,-6,-14%,-8%,-5%,-10%,-17%
CN(C)CCCN1C(=O)C(=O)/C(=C(/O)c2ccc3c(c2)OCCO3)C1c1ccco1 (stereo not drawn),0%,1%,x,x,x,-14%,x,x,10%
CN1CCc2nc3sc(C(=O)Nc4c(F)cccc4F)c(N)c3cc2C1,-16%,x,-7%,-24,-28%,-2%,-15%,37%,-3%
Cc1c(Cl)cccc1NS(=O)(=O)c1ccc2[nH]cc(C(=O)NC3CCCC3)c(=O)c2c1,-12%,x,-15%,-1,25µM*,1%,u,79µM*,u
Oc1ccc(C[C@@H]2CNCCN2CCc2cccc(F)c2)cc1,x,9%,-7%,x,-5%,x,-16%,-18%,x
CCCCn1c(N)c(N(CCC(C)C)C(=O)COC(=O)c2sccc2C)c(=O)[nH]c1=O,x,6%,-5%,10,-6%,x,0%,-5%,x
O=C(c1ccc(COc2c(F)c(F)cc(F)c2F)o1)N1CCN(c2ccccc2)CC1,-3%,-4%,-6%,19,-9%,-4%,-16%,12%,17%
OCCc1c[nH]c2ccccc12,-2%,18%,-2%,x,0%,-7%,10%,26%,23%
Cc1ccc(C(=O)NCCN2CCN(C(=O)c3ccc(C)c(C)c3)CC2)cc1C,-2%,21%,i,4,-12%,-12%,-16%,-1%,-16%
CCc1ccc(NC(=S)N2CCN(S(=O)(=O)c3ccccc3)CC2)cc1,-3%,31%,i,-4,-7%,-12%,-1%,16%,-7%
Cc1c(S(=O)(=O)NCCc2ccccc2)c(=O)n(C)c(=O)n1C,-3%,u,-10%,4,-15%,-9%,-14%,-8%,-10%
O=C(c1ccc(-n2cnnn2)cc1)N(C1CCCCC1)C1CCCCC1,-2%,-2%,-5%,-27,-16%,-7%,-7%,47%[activator],27%
CCCc1nc2ccccc2c(C(=O)O)c1CC,1%,-1%,-1%,-3,13%,-2%,-12%,57%[activator],1%
NC(=O)c1ccccc1NS(=O)(=O)Cc1ccccc1,-3%,3%,-3%,-3,2%,-8%,-16%,4%,28%
CS(=O)(=O)Nc1ccccc1C(=O)N1CCOCC1,-7%,5%,i,-2,-16%,-4%,-4%,-11%,85%
O=C(COC(=O)C12CC3CC(CC(O)(C3)C1)C2)NC(=O)NCc1ccco1,-3%,-2%,0%,-6,u,u,u,u,9%
CCc1c(C)nc2[nH]nc(-c3ccccc3)n2c1=O,-1%,17%,1%,-5,-19%,-5%,-2%,5%,11%
CCOC(=O)c1c(-c2ccc(OC)cc2)oc2ccc(O)cc12,-15%,65%[activator],-1%,-15,u,2%,0%,147%[activator],1%
COc1cc(C2SCC(=O)N2Cc2ccccc2)ccc1O (stereo not drawn),-4%,0%,x,18,-1%,-4%,-8%,-17%,34%
CCOC(=O)c1sc(=NC(=O)c2ccc(S(=O)(=O)N(C)c3ccccc3)cc2)n(C)c1C,-2%,-4%,2%,3,-7%,-9%,-12%,5%,-20%
COc1ccc(C(=O)O/N=C(\C)c2nccs2)cc1,1%,1%,u,-18,-13%,-6%,4%,46%[activator],1%
CC(C)C[C@@H](CN=[N+]=[N-])N1CCN(Cc2ccccc2)CCC1=O,-1%,-14%,0%,x,-11%,-9%,1%&3%,32%&25%[activator],68%
COc1cccc(Nc2sc(C(=O)c3ccc(F)cc3)c(N)c2C(=O)NCc2ccc(C)cc2)c1,-5%,x,1%,-10,6%,-20%,-6%[60.1 µM],18%,-11%
COc1ccc(Nc2ncc(C(=O)N3CCC(C(N)=O)CC3)c3ccccc23)cc1,-4%,-4%,-8%,-11,-3%,-7%,-22%,33%[activator],10%
Cn1cccc1CC(=O)NNC(=S)Nc1ccc(F)cc1,2%,-3%,-5%,8,-14%,-15%,u,-2%,-17%
c1ccc(CCNc2ccccn2)nc1,x,x,0%,-3,-14%,x,-5%,13%,x
Cc1cc(C)c(S(=O)(=O)NCc2cn3c(C)csc3n2)c(C)c1,-1%,-5%,-1%,4,-17%,-5%,1%,10%,-28%
CCCCn1c(NCc2cc(Br)ccc2O)nc2ccccc21,-4%,x,-4%,x,-5%,-9%,5%,11%,u
COc1cc(/C=N/n2c(-c3cc(C)[nH]n3)n[nH]c2=S)ccc1O,1%,3%,-5%,-14,-22%,-7%,3%,-10%,2%
CCn1c(CCC(=O)O)nc2cc(S(=O)(=O)N3CCOCC3)ccc21,x,28%,1%,-14,-25%,x,-6%,86%[activator],x
CN(CC(=O)Nc1cc(S(=O)(=O)N2CCCC2)ccc1Cl)Cc1nc2ccccc2c(=O)[nH]1,x,x,i,-1,-8%,x,-18%,-2%,x
COc1ccccc1CNc1ncnc2sccc12,-2%,56%[activator],-7%,-21,-6%,-17%,-12%,80%[activator],8%

# A portion of the library. The share of hits here may be higher or lower than overall.
